# JMJD2A Tudor inh – inhibitors of human JMJD2A Tudor domain | O75164 | AlphaScreen JMJD2A-Tudor / H3K4me3 peptide binding | Potency, µM (series often up to 114 µM), for inactives: at the top dose activity change, negative = inhibition, hits mostly inhibitors | actives 4.4% (n = 390,000); further: on the % scale 0 is the no-effect control and ±100 the full control effect; nearly all actives have a fitted effect of over 50% in size
# G9a block – G9a (human) methyltransferase inhibition | AID 504332 | actives 8.8% (n = 350,000) | Potency, µM (top dose mostly 102 µM), inactives show top-dose activity, negative = inhibition, most hits filed as inhibitors | G9a H3K9 monomethylation, AlphaScreen, 2 h; further: on the % scale 0 is the no-effect control and ±100 the full control effect; nearly all actives have a fitted effect of over 75% in size
# Target sequence (Q96KQ7 913-1193 limits assumed): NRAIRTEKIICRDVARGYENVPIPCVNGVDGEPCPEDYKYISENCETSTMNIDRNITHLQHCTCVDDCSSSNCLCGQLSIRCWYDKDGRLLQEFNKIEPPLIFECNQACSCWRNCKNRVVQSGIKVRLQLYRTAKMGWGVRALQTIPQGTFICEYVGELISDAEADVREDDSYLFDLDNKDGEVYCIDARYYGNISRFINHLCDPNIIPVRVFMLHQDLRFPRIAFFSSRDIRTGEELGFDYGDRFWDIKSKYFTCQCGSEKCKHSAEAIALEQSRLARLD
#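 G9a (20 nM) was preincubated 15 min with compound, then reacted 2 h at room temperature with 500 nM biotin-H3K9 peptide and 20 µM SAM. Monomethyl-H3K9 detected by AlphaScreen using anti-H3K9me1 antibody.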
# GLS inhibitor – glutaminase GLS (human) inhibition; O94925; GLS enzymatic activity, qHTS titration; Potency, µM (highest dose often 45.5 µM), without a hit: at the top dose activity change, negative = inhibition, usual class: inhibitors; actives 0.21% (n = 410,000); AID 624170; further: on the % scale 0 is the no-effect control and ±100 the full control effect
#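 Enzyme dispensed in phosphate buffer (45 mM, pH 8.2, 0.02% Tween-20), compounds pinned in, then 1 mM L-glutamine solution and the glutamate oxidase–HRP–Amplex Red mix added; fluorescence read immediately and again after 30 min at room temperature.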
# Pin1 inhibitor – inhibitors of human Pin1. AID 504891. Potency, µM (top dose mostly 115 µM), inactives show at the top dose activity, negative = inhibition, actives largely listed as inhibitors. Pin1 FP peptide displacement, HiFluor488, 10 min. actives 0.009% (n = 390,000). Q13526; active means well fitted inhibition curve with a large enough effect in the polarisation, with a control signal flat, not every such curve was filed as active; inconclusive means small, poorly fitted or top-dose-only effect, or effect the other way, or a change in a side signal; inactive means no such curve, though single readings can be large or run the other way; the % refers to the polarisation; further: on the % scale 0 is the no-effect control and ±100 the full control effect
# Target sequence (Q13526 whole entry, looked up): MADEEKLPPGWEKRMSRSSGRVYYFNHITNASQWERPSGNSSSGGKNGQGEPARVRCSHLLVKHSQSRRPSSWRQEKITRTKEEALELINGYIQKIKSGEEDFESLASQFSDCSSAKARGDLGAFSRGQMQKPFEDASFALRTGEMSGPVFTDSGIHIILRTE
# BAZ2B block – blocks human BAZ2B | Q9UIF8 | AlphaScreen BAZ2B-H3K14Ac peptide displacement | Potency, µM (top dose mostly 114 µM), without a hit: top-dose activity change, negative = inhibition, hits mostly inhibitors | actives 4.4% (n = 360,000); further: on the % scale 0 is the no-effect control and ±100 the full control effect; nearly all actives have a fitted effect of over 60% in size
#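 Protein-peptide AlphaScreen: BAZ2B 50 nM, b-H3K14Ac 50 nM, 1x PBS pH 7.4 + 0.01% Tween-20. Preincubation 30 min RT; cpd 30 min RT (top 110 uM); beads 20 min RT, light-protected.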
# Pol iota inh – inhibitors of human DNA polymerase iota | Q9UNA4 | Pol iota fluorescent replication assay, 10 min | Potency, µM (series often up to 115 µM), for inactives: at the highest dose activity, negative = inhibition, hits mostly inhibitors | actives 1% (n = 390,000) | AID 588590
#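 Fluorescent replication assay read twice, at 0 min and 10 min after adding 50 nM (final) substrate. Enzyme (10 nM) and compounds were first incubated 15 min at room temperature; enzyme-free buffer wells were negative controls.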
# PGK inhibitor – inhibitors of T. brucei phosphoglycerate kinase; P07378; PGK/GAPDH coupled, Kinase-Glo luminescence, 60 min; Potency, µM (top dose mostly 57.5 µM), for the others: at the highest dose activity change, negative = inhibition, most hits filed as inhibitors; actives 0.043% (n = 380,000); further: on the % scale 0 is the no-effect control and ±100 the full control effect; nearly all actives have a fitted effect of over 60% in size
# Target sequence (P07378 whole entry, looked up): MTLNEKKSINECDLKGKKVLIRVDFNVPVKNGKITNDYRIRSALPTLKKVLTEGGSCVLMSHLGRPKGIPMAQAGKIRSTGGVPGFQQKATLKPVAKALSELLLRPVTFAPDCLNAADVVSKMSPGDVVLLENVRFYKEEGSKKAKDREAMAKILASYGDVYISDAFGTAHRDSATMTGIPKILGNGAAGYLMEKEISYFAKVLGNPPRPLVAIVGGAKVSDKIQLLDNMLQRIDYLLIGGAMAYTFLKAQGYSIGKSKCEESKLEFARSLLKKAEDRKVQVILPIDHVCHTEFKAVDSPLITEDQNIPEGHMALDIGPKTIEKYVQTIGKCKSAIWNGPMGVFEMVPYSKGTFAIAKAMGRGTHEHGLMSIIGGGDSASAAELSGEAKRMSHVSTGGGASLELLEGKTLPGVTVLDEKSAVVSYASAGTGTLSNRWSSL
#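 Recombinant glycosomal PGK reaction used 1,3-bisphosphoglycerate generated in-well by GAPDH (100nM final) in 100mM TEA pH 7.6, 5mM MgCl2, 0.01% Tween-20. After 60 minutes at room temperature, ATP was read by Kinase-Glo Plus luminescence end-point.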
# HP1b chromo inh – HP1-beta chromodomain-methylated histone interaction inhibition; actives 0.56% (n = 390,000); P83916; Potency, µM (series often up to 114 µM), for inactives: at the top dose activity change, negative = inhibition, most hits filed as inhibitors; AlphaScreen HP1-beta / biotin-H3K9me3 peptide binding; AID 540317; further: nearly all actives have a fitted effect of over 70% in size; inactives centre near 23
#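 Compound inhibition of the preformed complex between 50 nM HP1-beta and 50 nM biotinylated H3K9me3 peptide was read by AlphaScreen. Buffer was PBS pH 7.4 with 0.01% Tween-20. Incubations ran 30 min at room temperature, with 10 ug/mL donor/acceptor beads.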
# BLM helicase inh – inhibitors of human Bloom syndrome helicase BLM; actives 0.2% (n = 350,000); Potency, µM (doses to about 56.1 µM), for the others: at the top dose activity change, negative = inhibition, most hits filed as inhibitors; P54132; recombinant BLM DNA unwinding, fluorescence dequenching; AID 2528;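 further: plate controls were vehicle for no effect and no enzyme for full effect; nearly all actives have a fitted effect of over 35% in size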
# The depositor's hits bear a star; i = inactive; ? = inconclusive; / = not tested or not shown; [ ] = dose if it differs, or a comment. Unless noted, the call rests on the fitted dose curve; in most records, active means well fitted curve in the direction sought with a large enough effect; inconclusive means small, poorly fitted or top-dose-only effect, or another doubt; inactive means no such curve, though single readings can be large; an effect the other way counts as inactive or inconclusive. Potency means the concentration at half of the fitted maximal effect.
Molecule,JMJD2A Tudor inh,G9a block,GLS inhibitor,Pin1 inhibitor,BAZ2B block,Pol iota inh,PGK inhibitor,HP1b chromo inh,BLM helicase inh
N#CC12CCCCC1CC1CCCCC1(C#N)N2Cc1cccnc1 (configuration not stated),-21%,15%,16%,-11%,-1%,7%,10%,62%[activator],-2%
COc1cc(/C=N/N=C/c2cc(OC)c(O)c(OC)c2)cc(OC)c1O,-21%,4%[59 µM],2%,30%[activator],-10%,-11%,-8%,-6%,-3%
O=C(COC(=O)c1ccc(Br)o1)NCc1ccco1,79µM*,/,0%,?,/,50µM*,-17%,-7%,/
COc1cc(OCc2ccccc2)c(C(=O)/C=C/c2ccc3c(c2)OCO3)c(OC)c1OC,?,/,3%,9%,/,48%[activator],-4%,-2%,/
Cc1cccc(N(CC(=O)NC(C)c2ccccc2)S(=O)(=O)c2ccccc2)c1C (configuration not stated),-15%,-47%[59 µM],1%,?,-2%,-11%,7%,18%,-19%
COc1ccccc1N1CCN(C(=O)CN2C(=O)c3cccc4cccc(c34)C2=O)CC1,-31%,?,-1%,3%,-31%,5%,-4%,7%,2%
COc1ccccc1CNC(=O)C1CC(=O)N(C2CCCC2)C1 (configuration not stated),-4%,10%[12.7 µM],12%,-10%,6%,31%[activator],i,18%,1%
Cc1ccccc1CNC(=O)c1ccc2nc(N3CCOCC3)sc2c1,?,-10%,0%,1%,-5%,8%,-9%,45%[activator],-2%
O=C(CSc1ccc([N+](=O)[O-])cn1)Nc1nccs1,1%,3%,-6%,1%,-6%,-1%,-7%,40%[activator],-3%
Cc1cc(NC(=O)CCC(=O)N(c2ccccc2C)C(C(=O)NC2CCCC2)c2ccccc2)no1 (configuration not stated),-2%,27%[59 µM],0%,0%,7%,6%,-5%,30%,1%

# Looked up by compound from above (2):
Molecule,JMJD2A Tudor inh,G9a block,GLS inhibitor,Pin1 inhibitor,BAZ2B block,Pol iota inh,PGK inhibitor,HP1b chromo inh,BLM helicase inh
COc1cc(/C=N/N=C/c2cc(OC)c(O)c(OC)c2)cc(OC)c1O,-21%,4%[59 µM],2%,30%[activator],-10%,-11%,-8%,-6%,-3%
COc1ccccc1N1CCN(C(=O)CN2C(=O)c3cccc4cccc(c34)C2=O)CC1,-31%,?,-1%,3%,-31%,5%,-4%,7%,2%

# (more compounds)
Molecule,JMJD2A Tudor inh,G9a block,GLS inhibitor,Pin1 inhibitor,BAZ2B block,Pol iota inh,PGK inhibitor,HP1b chromo inh,BLM helicase inh
Cc1c(-c2cccc(NC(=O)C(C)(C)C)c2)nc2ncccn12,-2%,9%[59 µM],8%,4%,6%,18%,-1%,16%[57 µM],-4%
CCC(C)(C)n1nnnc1C(c1ccc(C)cc1)N1CCN(Cc2ccc3c(c2)OCO3)CC1 (configuration not stated),-28%,22%[59 µM],-1%,?,-35%,15%,15%,-1%,-5%
Cc1cc(C(=O)NNS(=O)(=O)c2ccccc2C(F)(F)F)nn1C(C)(C)C,-8%,?,-3%,-2%,-1%,20%,i,33%,-2%
CCOC(=O)c1c(C)oc(NC(=O)CCl)c1C(=O)OCC,-20%,7%,4%,-11%,?,?,-5%,23%,0%
O=C(N/N=C/c1ccc(O)cc1)c1cccc(C(F)(F)F)c1,-19%[57.1 µM],12%[59 µM],20%,1%,-21%,11%,-3%,46%[activator],-7%
O=C(Nc1cc(S(=O)(=O)N2CCOCC2)ccc1N1CCOCC1)c1ccccc1F,-20%,16%[12.7 µM],2%,-4%,10%,20%,i,36%[activator],/
O=C(C[n+]1cc(Br)cc(Br)c1)c1cccc([N+](=O)[O-])c1,-27%,-111%[59 µM],-9%,0%,50µM*,?,i,20%,-12%
O=C(CCN1CCN(C/C=C/c2ccccc2)CC1)Nc1ccccc1F,-22%[57.1 µM],?,0%,-2%,-15%,11%,-6%,55%[activator],2%
COc1cccc(OC)c1C(=O)NC(=S)Nc1ccc(N2CCOCC2)c(Cl)c1,-15%,/,-9%,11%,-22%,51%[activator],5%,4%,-8%
Cc1cc([N+](=O)[O-])nn1CC(=O)N1CCCc2ccccc21,9%[57.1 µM],5%,2%,-5%,14%,10%,10%,47%[activator],-1%
CCc1ccccc1NC(=O)Cn1nnc(-c2cccnc2)n1,-3%,-7%,1%,0%,10%,-2%,i,37%,-1%
Cc1c(Cl)cccc1-n1ncc(C(=O)N2CCN(c3ncccn3)CC2)c1C1CCN(C(=O)OC(C)(C)C)CC1,-12%,-25%[59 µM],-3%,-2%,8%[57.1 µM],32%[activator],7%,18%,1%
COc1ccc(C(=O)/C=C2/Sc3cc4c(cc3N2C)OCO4)cc1,-27%,4%,10%,15%,3%,-8%,-8%,53%[activator],-6%
CCc1ccc2occ(CC(=O)Nc3nnc(C)s3)c2c1,-3%,1%[59 µM],-3%,1%,-5%,?,-1%,36%,2%
Cc1ccc(NC(=O)CSc2nnc(-c3cccs3)n2Cc2ccco2)cc1,?,/,-7%,-5%,?,5%,i,-8%,-5%
Cc1ccc(CNC(=O)[C@@H](NC(=O)Cc2ccccc2)C(C)C)cc1,-6%,-2%,-6%,7%,-11%,21%,i,24%,1%
CCOC(=O)C1CSc2[nH]c(=O)sc2C1c1ccccc1 (configuration not stated),-15%,45µM*,46%[activator],-1%,0%,?,0%,34%,-4%
COc1ccc(/C=C2/SC(=O)N(CCCCCC(=O)Nc3ccccc3C(=O)O)C2=S)cc1,?,35µM*,2%,/,56µM*,-3%,-2%,-19%,-2%
N#Cc1nc(-c2ccc(F)cc2)oc1NCCN1CCOCC1,-18%,-14%[59 µM],10%,1%,0%,2%,i,52%[activator],4%
Cc1c(Cl)cccc1NC(=S)NN,-22%,3%[59 µM],13%,-1%,-12%,26%,-3%,31%,-12%

# The list continues.
# Each structure is followed by: JMJD2A Tudor inh	G9a block	GLS inhibitor	Pin1 inhibitor	BAZ2B block	Pol iota inh	PGK inhibitor	HP1b chromo inh	BLM helicase inh
NCCc1ccn[nH]1
 : -35%	2%[21.5 µM]	-4%	-9%	-34%	11%	-3%	63%[activator]	-4%[21.4 µM]
Cc1ccccc1CNc1ccc(C(CC(N)=O)NC(=O)c2ccccc2)cc1[N+](=O)[O-] (configuration not stated)
 : -33%	-38%[12.7 µM]	0%	62%[activator]	-14%	?	7%	23%	-6%
O/N=C/c1cn(-c2ccccc2)nc1-c1cccnc1
 : -8%	5%	-3%	-1%	-4%	151%[activator]	-1%	23%	0%
CO/N=C(\Cn1ncc(N2CCOCC2)c(Br)c1=O)c1ccc(Cl)cc1
 : -19%	30%	10%	-1%	2%	-12%	4%	13%	-3%
O=C1CCCC/C1=C/NCc1ccc(F)cc1
 : -18%	0%	3%	2%	-22%	-24%	-3%	7%	0%
CCOC(=O)c1cc(NC(=O)c2ccccc2)c(=O)n2c1oc1ccccc12
 : -13%	-33%	2%	-3%	8%	?	1%	26%	-2%
Cc1ccc2c(c1)-c1onc(C(=O)N(C)c3ccc(F)cc3)c1CO2
 : -13%	9%[59 µM]	3%	9%	2%	8%	7%	28%	-10%
CCCC(=O)Nc1ccc(Cl)c(NC(=S)NC(=O)C(C)C)c1
 : 2%	-33%	-2%	-7%	-24%	12%	-1%	38%	-2%
Cc1onc(-c2ccccc2)c1C(=O)N1CCN(c2ccccc2F)CC1
 : -6%	-11%	7%	-13%	-5%	27%	-2%	13%	-1%
Cc1cc(C)nc(NC2=NC3CCCCC3N2)n1 (configuration not stated)
 : -6%	-2%[12.7 µM]	8%	5%	1%	1%	5%	30%	4%

# By substructure, the compounds so far containing an aryl methoxy group (7)
# Each structure is followed by: JMJD2A Tudor inh	G9a block	GLS inhibitor	Pin1 inhibitor	BAZ2B block	Pol iota inh	PGK inhibitor	HP1b chromo inh	BLM helicase inh
COc1cc(/C=N/N=C/c2cc(OC)c(O)c(OC)c2)cc(OC)c1O
 : -21%	4%[59 µM]	2%	30%[activator]	-10%	-11%	-8%	-6%	-3%
COc1cc(OCc2ccccc2)c(C(=O)/C=C/c2ccc3c(c2)OCO3)c(OC)c1OC
 : ?	/	3%	9%	/	48%[activator]	-4%	-2%	/
COc1ccccc1N1CCN(C(=O)CN2C(=O)c3cccc4cccc(c34)C2=O)CC1
 : -31%	?	-1%	3%	-31%	5%	-4%	7%	2%
COc1ccccc1CNC(=O)C1CC(=O)N(C2CCCC2)C1 (configuration not stated)
 : -4%	10%[12.7 µM]	12%	-10%	6%	31%[activator]	i	18%	1%
COc1cccc(OC)c1C(=O)NC(=S)Nc1ccc(N2CCOCC2)c(Cl)c1
 : -15%	/	-9%	11%	-22%	51%[activator]	5%	4%	-8%
COc1ccc(C(=O)/C=C2/Sc3cc4c(cc3N2C)OCO4)cc1
 : -27%	4%	10%	15%	3%	-8%	-8%	53%[activator]	-6%
COc1ccc(/C=C2/SC(=O)N(CCCCCC(=O)Nc3ccccc3C(=O)O)C2=S)cc1
 : ?	35µM*	2%	/	56µM*	-3%	-2%	-19%	-2%

# Some of the compounds tested (hit frequency here may not be typical).
